# DRD3 antagonist – antagonists of human D3 dopamine receptor; hit rate 2.5% among 360,000; max response, negative = inhibition, %; P35462; D3R cells, DiscoveRx beta-arrestin luminescence, antagonist mode; active compounds read low; in the data active = max response below about -50%; inconclusive = no clear call, values can overlap the other calls; note: % is set by controls: 0 for no effect and ±100 for the full control effect; mostly tested at two doses, the higher about 12 µM
#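 Cells plated overnight at 1500 cells/well, then exposed to library compounds with dopamine controls for 90 minutes at 37 degrees C. DiscoveRx reagent added for 30–60 minutes at room temperature; luminescence read, quantitative HTS format.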
# PTHR1 ag – activates the human parathyroid hormone receptor PTHR1 | Q03431 | HEK293 GP2 PTHR1 cells, GloSensor cAMP luminescence, 1 h | Potency, µM (series often up to 115 µM), inactives show top-dose activation, hits mostly activators | hit rate 0.075% among 410,000 | AID 743266; note: potency is the fitted concentration of half-maximal effect; nearly all actives have a fitted effect of over 55% in size; some results filed as inactive show a strong effect at the top dose; inactives centre near -15; many of its hits are not listed in these tables
#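 HEK-293-derived GP2 cells expressing PTHR1 and a GloSensor cAMP reporter, 3,000/well, plated overnight, given luciferin plus IBMX (each 0.5 mM as added) for 1 h at 37 °C, then compound for 1 h at 37 °C. Luminescence was read after 15 min at room temperature.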
# EPAC2 antagonist – EPAC2 (human) antagonism; AID 720708; Potency, µM (titrated, usually from 114 µM), for the others: top-dose activity, negative = inhibition, actives largely listed as inhibitors; EPAC2 GEF exchange of Rap1B-BODIPY-GDP, fluorescence; hit rate 0.18% among 360,000; note: potency is the fitted concentration of half-maximal effect; % is set by controls: 0 for no effect and ±100 for the full control effect; nearly all actives have a fitted effect of over 45% in size; many of its hits are not listed in these tables
# Target sequence (Q8WZA2 whole entry, looked up): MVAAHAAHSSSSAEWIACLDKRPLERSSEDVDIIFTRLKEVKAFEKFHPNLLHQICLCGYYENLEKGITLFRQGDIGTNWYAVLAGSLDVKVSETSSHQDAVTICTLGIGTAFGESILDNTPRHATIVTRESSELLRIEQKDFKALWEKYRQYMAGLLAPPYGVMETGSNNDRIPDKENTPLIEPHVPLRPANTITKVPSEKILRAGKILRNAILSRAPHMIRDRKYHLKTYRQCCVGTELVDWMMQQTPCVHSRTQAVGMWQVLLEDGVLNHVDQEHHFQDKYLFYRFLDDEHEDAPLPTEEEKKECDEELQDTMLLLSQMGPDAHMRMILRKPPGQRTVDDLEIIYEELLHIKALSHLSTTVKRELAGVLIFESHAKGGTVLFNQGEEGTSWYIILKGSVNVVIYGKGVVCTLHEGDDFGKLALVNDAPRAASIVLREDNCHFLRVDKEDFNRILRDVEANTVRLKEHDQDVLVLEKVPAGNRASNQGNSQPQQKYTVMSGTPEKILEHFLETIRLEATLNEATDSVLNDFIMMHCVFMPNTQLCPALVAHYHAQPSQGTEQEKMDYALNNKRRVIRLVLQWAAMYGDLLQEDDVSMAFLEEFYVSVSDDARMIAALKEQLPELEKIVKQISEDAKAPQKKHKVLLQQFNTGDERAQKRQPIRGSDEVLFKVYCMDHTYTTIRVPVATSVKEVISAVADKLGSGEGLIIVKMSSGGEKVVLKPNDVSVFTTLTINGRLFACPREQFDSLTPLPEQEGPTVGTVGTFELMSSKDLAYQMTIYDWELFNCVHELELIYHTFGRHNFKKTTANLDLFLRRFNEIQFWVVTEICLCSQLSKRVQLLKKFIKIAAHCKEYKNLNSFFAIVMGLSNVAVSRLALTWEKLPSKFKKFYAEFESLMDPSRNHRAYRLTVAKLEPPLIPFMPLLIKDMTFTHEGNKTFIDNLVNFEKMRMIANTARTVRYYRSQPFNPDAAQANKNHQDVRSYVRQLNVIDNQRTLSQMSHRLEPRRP
# DRD3 agonist – D3 dopamine receptor (human) agonism; D3R DiscoveRx beta-arrestin cells, luminescence, 90 min; max activation, %; hit rate 0.58% among 410,000; in the data active = max activation above about 30%; note: 0% is about no effect; mostly tested at two doses, the higher about 12 µM
#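 Agonist mode: compounds and dopamine controls were applied to plated cells for 90 min at 37 degrees C after an overnight attachment at 1500 cells/well. Luminescent read-out followed 30 - 60 minutes at room temperature with DiscoveRx detection reagent.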
# Mm-Cpn inhibitor – inhibitors of Methanococcus maripaludis chaperonin (MmCpn) | purified Mm-Cpn ATPase, ADP Transcreener TR-FRET | Potency, µM (top dose mostly 76.9 µM), inactives show at the top dose activity, negative = inhibition, hits mostly inhibitors | hit rate 0.031% among 330,000 | AID 504842; note: potency is the fitted concentration of half-maximal effect; % is set by controls: 0 for no effect and ±100 for the full control effect; nearly all actives have a fitted effect of over 80% in size
#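 ATPase read-out: TR-FRET ADP immunoassay (anti-ADP Eu cryptate vs ADP-d2), ex 320 nm, em 590/665 nm; signal drops as ADP forms. Enzyme 25 nM, ATP 10 uM, 30 min at 37°C after 10 min compound preincubation.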
# EPAC2 agonist – EPAC2 (human) agonism | Q8WZA2 | Potency, µM (highest dose often 154 µM), for the others: at the top dose activation, most hits filed as activators | hit rate 0.079% among 360,000 | EPAC2 activation, biochemical qHTS; response scale: 100% = 6.5 mM cAMP response; note: potency is the fitted concentration of half-maximal effect; nearly all actives have a fitted effect of over 50% in size
#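 Nucleotide exchange monitored as fluorescence drop when BODIPY-GDP leaves Rap1B. Reaction: 100 nM EPAC2, 250 nM RAP1B-BODIPY-GDP, 50 uM GDP, room temperature, kinetic read over 30 min. Activity expressed relative to 6.5 mM cAMP.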
# pAkt inh – inhibitors of Akt phosphorylation. Neuro2A IGF-stimulated pAkt S473 HTRF, 20 min; active compounds read low. activity change, % for hits at 50 µM. hit rate 0.32% among 360,000. AID 651550; in the data active = activity change below about -80%; inconclusive = mostly about -51% to -80%; note: % is set by controls: 0 for no effect and ±100 for the full control effect
#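 Neuro2A cells (4,500/well, DMEM with 0.5% FBS) were treated with compound at a single 50 µM final concentration, stimulated with 6 nM IGF for 20 min at 37 °C, and lysed. Phospho-Akt Ser473 was read by HTRF as 665/615 ratio ×10^4.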
# CCT modulator – cytosolic chaperonin activity modulation; purified chaperonin ATPase assay, HTRF ADP detection, 30 min; activity change, % (no concentration beside the values), hits read low; hit rate 0.3% among 360,000; AID 651819; in the data active = activity change below about -30%; note: % is set by controls: 0 for no effect and ±100 for the full control effect
#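 ATPase activity: ADP formed was measured by HTRF Transcreener (665/615 nm ratio) after 30 min at 37 deg C with 10 uM ATP. Compounds screened at one 76 uM concentration against 40 or 20 nM TRiC in Tris pH 7.4/KCl/MgCl2/DTT buffer.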
# Numbers without * were called inactive; i = inactive; ? = inconclusive; · = no result given; [ ] = remark or other dose. Unless noted, calls come from the whole dose curve; as a rule, active = well fitted curve in the direction sought with a large enough effect; inconclusive = small, poorly fitted or top-dose-only effect, or another doubt; inactive = no such curve, though single readings can be large; an effect the other way counts as inactive or inconclusive. A portion of the library; the hit share may differ from the screen's.
# Each structure is followed by: CCT modulator	PTHR1 ag	pAkt inh	EPAC2 agonist	Mm-Cpn inhibitor	DRD3 antagonist	DRD3 agonist	EPAC2 antagonist
CC1CCCN(C(=O)c2ccc(COc3ccccc3Br)cc2)C1 (stereo not drawn)
 : -1.3	-12%	i	23%	0%	-14	-12	0%
COc1nc(NCCC2=CCCCC2)nc(OC)n1
 : 0.4	i	i	6%	0%	?	1	5%
COc1ccc(N=C2CCCN2CC(N)=O)cc1
 : 0.5	i	i	6%	-1%	-2	0	15%
Clc1ccc(-c2[nH]ncc2N=Nc2ccccc2)cc1
 : 0.5	i	i	-1%	0%	-6	1	-11%
COc1cc(C=C2Cc3ccccc3C2=O)cc(OC)c1OC
 : -3.1	i	i	-5%	·	7	6	7%
CC(=O)Nc1ccccc1NS(=O)(=O)c1ccccc1[N+](=O)[O-]
 : 1.9	-41%[inhibitor]	i	0%	2%	-3	-2	10%
CN(CC(=O)Nc1ccc(F)cc1)C(=O)CCc1nc2ccccc2c(=O)[nH]1
 : 2.1	18%	i	12%	0%	-54*	-16	9%
Cc1ccc([N+](=O)[O-])cc1NC(=O)C1CCCC1
 : -0.8	-21%	i	-3%	-2%	11	-2	2%
CCN(CC)S(=O)(=O)c1cccc(C(=O)Nc2nncs2)c1
 : -0.5	-3%[57.5 µM]	i	5%	-1%	-26	3	18%
CSc1ccccc1OCc1cc(C(=O)N2CCN(C3CCCC3)C(=O)C2)no1
 : -0.9	-25%	i	3%	3%	-3	0	6%
COc1ccc(CCn2c(-c3cc([N+](=O)[O-])cc([N+](=O)[O-])c3)nc3nc4ccccc4nc32)cc1
 : -0.7	-22%	i	4%	1%	17	0	-1%
COc1ccc(C2CC(=O)C=C(NCCC(C)C)C2)cc1 (stereo not drawn)
 : -0.4	-47%[inhibitor][57.5 µM]	i	1%	-2%	0	-4	2%
CCCn1c(CCc2ccccc2)n[nH]c1=S
 : 2.4	i	i	4%	4%	0	-3	-9%
Cc1ccc(C)c(Cn2nnc3c(=O)[nH]c(C4CCN(S(=O)(=O)c5ccc(S(=O)(=O)NC6CC6)cc5)CC4)nc32)c1
 : -2.2	-5%	i	11%	-22%	-13	-4	1%
N#Cc1ccc(C2N=C(c3ccccc3)NO2)cc1 (stereo not drawn)
 : -1.3	-26%	i	-2%	0%	15	3	-5%
O=C(CNC1CCCCCC1)c1cccs1
 : -2.3	10%	i	-6%	-3%	-1	-3	-2%
Cc1ccc(C(NC(=O)C2CCN(Cc3ccc(Cl)c(Cl)c3)CC2)c2ccccn2)cc1 (stereo not drawn)
 : -1.8	10%	i	7%	·	-1	-14	?
COC(=O)C1C(=O)/C(=C(/C)N2CCCC2)C(=O)CC1(C)C (stereo not drawn)
 : -0.3	i	i	3%	1%	13	0	-7%
O=C(Nc1ccc2ccccc2c1)C(c1ccc(C(F)(F)F)cc1)n1c(=O)c(-c2cc3ccccc3[nH]2)nc2ccccc21 (stereo not drawn)
 : ·	-10%	i	-4%	·	9	4	16%
O=C(NNc1c(Cl)cccc1Cl)c1cccs1
 : 0.0	-10%	i	10%	1%	2	1	-1%
CC1=NN(c2nc3ccccc3[nH]2)C(=O)/C1=C/N(C)C
 : 1.7	-25%	i	-3%	-1%	3	3	0%
CCOC(=O)c1sc(NC(=O)CCN2CCN(CC)CC2)c(C(=O)OCC)c1C
 : -2.1	i	i	-6%	-2%	-27	-19	?
CCOC(=O)c1c(OCCO)nn(-c2ccc(Cl)cc2)c1N
 : 0.8	i	i	6%	-3%	-5	5	13%
Cc1ccc(-c2cn(S(=O)(=O)c3cccc4nsnc34)nc2N)cc1
 : -7.3	-37%[inhibitor]	i	30%	·	-10	-1	-18%
COc1ccc(NC(=O)N2CCCC2C(=O)Nc2ccc(C)cc2)cc1 (stereo not drawn)
 : 1.1	-9%	i	6%	0%	-15	-3	-4%
CCCNC(=O)c1cc2ccccc2c(=O)o1
 : 1.6	i	i	1%	2%	18	4	12%
O=C(Nc1cccnc1)c1ccc(Cl)c(Cl)c1
 : -1.6	-36%[inhibitor]	i	1%	0%	1	-2	15%
c1ccc(CNc2cncnc2)cc1
 : 1.7	i	i	5%	-1%	44	0	-2%
Cc1ccc2[nH]c(CCN(C)C)c(CC#N)c2c1
 : -0.3	i	i	13%	0%	-9	-17	-1%
N#Cc1ccc(COC(=O)c2ccc(N3CCCC3)c([N+](=O)[O-])c2)cc1
 : -2.4	-11%	i	17%	1%	-8	-16	10%

# Carrying on.
# Each structure is followed by: CCT modulator	PTHR1 ag	pAkt inh	EPAC2 agonist	Mm-Cpn inhibitor	DRD3 antagonist	DRD3 agonist	EPAC2 antagonist
Cc1ccc(NC(=O)CSc2nnc(-c3cccnc3)n2CCN2CCCCC2)cc1
 : 0.5	11%	i	1%	-2%	-3	5	16%
O=C(NCCc1ccccc1)N1CCCC(CNS(=O)(=O)Cc2ccccc2)C1 (stereo not drawn)
 : -22	-1%	i	6%	-2%	-15	4	1%
O=C(Nc1ncccc1O)c1cccc(S(=O)(=O)N2CCCc3ccccc32)c1
 : -2.1	i	i	-4%	1%	-8	4	-3%
O=C(Cn1c(NCCO)nc2ccccc21)c1ccc(F)cc1
 : -1.0	i	i	-3%	0%	8	0	3%
CCCc1nc2ccccc2c(=O)n1CC(=O)c1ccc(OC)cc1
 : -1.5	i	i	-3%	-2%	6	-3	-1%
Cc1cc(C)n(-c2nc(N(C)C)nc(N(C)C)n2)n1
 : -0.4	-7%[57.5 µM]	i	3%	0%	-10	-6	-2%
Cc1[nH]c2ccccc2c1CCNC(=O)c1c(N)no[n+]1[O-]
 : 3.8	-10%	i	-4%	2%	4	4	-4%
COc1ccc(OC)c(NC(=O)C(CC(C)C)NC(=O)C2CCCCC2)c1 (stereo not drawn)
 : 0.6	i	i	-9%	·	8	-1	-4%
O=C(c1cc2ccccc2oc1=O)N(Cc1cccs1)Cc1ccccc1Cl
 : -0.5	-27%	i	13%	-6%	23	-5	-4%
COc1ccc(CCNC(=O)CCCCCNC(=O)N2CCn3c2nc2ccccc23)cc1OC
 : -1.6	-27%	i	6%	1%	2	0	-2%
Cc1c(C(=O)N2CCN(C)CC2)oc2ccc(Br)cc12
 : -8.7	-41%[inhibitor]	i	8%	1%	?	-15	-4%
COc1ccc(OC)c(NC(=O)c2ccc3c(c2)CCN3S(C)(=O)=O)c1
 : -2.9	20%	i	11%	5%	-16	2	-4%
CCC(CO)Oc1cc(NC(=O)c2ccccc2)c2ncn(C(C)C)c2c1 (stereo not drawn)
 : -5.0	i	i	3%	-4%	13	9	12%
O=C(Nc1ccccc1)Nc1ccc(Oc2ncnc3cc(Cl)ccc23)nc1
 : -1.1	i	i	8%	0%	24	1	-2%
Cc1ccc(NC(=O)c2sccc2-n2cccc2)c(C)c1
 : 0.1	i	i	17%	1%	5	1	-5%
O=C(CSc1nnc(-c2cccnc2)o1)Nc1cccc(Cl)c1
 : 2.0	i	i	8%	0%	3	-2	10%
C/C=C/C(=O)Nc1nnc(C(C)C)s1
 : 0.3	i	i	11%	-1%	18	-15	6%
COc1ccc(S(=O)(=O)N(Cc2ccccc2)c2ccccc2C(=O)Nc2ccccc2C(=O)NCc2ccco2)cc1
 : -0.7	i	i	15%	-5%	-15	-5	-3%
O=C1CCC(C(=O)N2CCN(c3cnccn3)CC2)CN1CCc1cccc(F)c1 (stereo not drawn)
 : -2.3	i	i	5%	-2%	-2	2	7%
CCCc1cc(=O)oc2cc(C)cc(OCC(=O)NCCCN3CCOCC3)c12
 : -1.1	-1%	i	-1%	-4%	0	-10	0%
CCOc1ccc2nc(SCC(=O)N3c4ccccc4Sc4ccccc43)sc2c1
 : 0.3	-7%	i	-2%	-1%	5	6	0%
OCCn1c(-c2ccc3c(c2)OCO3)csc1=Nc1ccccc1
 : -0.8	-29%	i	18%	?	-70*	12	-1%
CCOC(=O)C(NC(=O)c1cccc(Cl)c1)(Nc1sc2c(c1C(N)=O)CCC2)C(F)(F)F (stereo not drawn)
 : -2.9	-1%	i	8%	0%	-15	2	7%
O=C(NCc1cc(C(F)(F)F)cc(C(F)(F)F)c1)C1CC(c2ccccc2F)=NO1 (stereo not drawn)
 : 2.1	i	i	-15%	·	-9	-17	-8%
CN1CCN(S(=O)(=O)c2cccc(C(=O)NCCC3=CCCCC3)c2)CC1
 : 3.1	-14%	i	1%	0%	4	-1	-2%
CCC(C)NC(=O)C1CCN(c2nc(OC)nc(OC)n2)CC1 (stereo not drawn)
 : -6.8	-2%[57.5 µM]	i	13%	-1%	-8	2	0%
CN(C)C(CNS(=O)(=O)c1ccc(Cl)cc1)c1cccnc1 (stereo not drawn)
 : -1.0	i	i	0%	0%	31	-1	10%
CCCCn1c(-c2ccncc2)nc2c1c(=O)[nH]c(=O)n2CC(C)C
 : -1.0	i	i	2%	0%	39	-3	4%
CCOc1ccc(CCN2C(=O)CCC2(C)C(=O)NC(C)CC)cc1OCC (stereo not drawn)
 : 2.5	i	i	-3%	1%	21	20	18%
CCOC(=O)CN1C(=O)S/C(=C\c2ccc(-c3cccc(C(=O)O)c3C)o2)C1=O
 : 0.1	-9%	i	3%	·	6	13	-7%

# Later entries
# Each structure is followed by: CCT modulator	PTHR1 ag	pAkt inh	EPAC2 agonist	Mm-Cpn inhibitor	DRD3 antagonist	DRD3 agonist	EPAC2 antagonist
N#C/C(=C(/O)CSc1nnc(Cc2cccs2)n1C1CCCCC1)c1nc2ccccc2[nH]1
 : -0.2	-40%[inhibitor]	i	-1%	-8%	1	5	-18%
CCCSc1ccc2nc(-c3ccccc3)cn2c1
 : -0.4	i	i	19%	-4%	0	-2	-14%
Cc1nc2ccccc2nc1CN1CCN(Cc2ccc(F)c(F)c2)C(CCO)C1 (stereo not drawn)
 : -4.7	-10%	i	9%	-10%	-19	-23	1%
Cc1cc(NC(=O)C2CC(=O)N(c3cccc(C)c3C)C2)no1 (stereo not drawn)
 : 1.7	i	i	3%	-3%	3	7	12%
CCn1c(N2CCN(S(=O)(=O)c3ccccc3)CC2)nc2ccccc21
 : -1.9	i	i	7%	3%	7	17	2%
OCC1(c2cc(C(F)(F)F)n[nH]2)CCCCC1
 : -1.0	i	i	0%	1%	-20	-13	-2%

# High-throughput results deposited in PubChem BioAssay by National Center for Advancing Translational Sciences (NCATS).
